Compound activity deposited in PubChem BioAssay by several laboratories.
TLR9-MyD88 block: inhibitors of TLR9-MyD88 association in cells, primary screen, cell-based, CHO, BLA complementation, fluorescence | CCF4 FRET ratio | 340,000 tested, 0.21% active | inhibition, % at 4.98 µM;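 active means inhibition above the mean over all tested compounds plus 3 SD, cut at about 21% in these data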;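 further: 0% = DMSO only wells and 100% = clavulanate BLA inhibitor control wells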
C8 TRAIL sens: viability loss with TRAIL in NB7+C8 cells, primary screen, TRAIL sensitizer project, cell-based, ATPlite luminescence. inhibition (viability loss, TRAIL sensitization), % at 10 µM. 360,000 tested, 1% active;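 active means compounds causing at least 50% loss of cell viability in the single-dose screen, relative to plate controls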
LRH-1 inv ag: LRH-1 (NR5A2) inverse agonists, primary screen, cell-based, luminescence, HEK293T, StAR-luciferase reporter. Nuclear receptor subfamily 5 group A member 2 (Homo sapiens), O00482. LRH-1 transfected, 24 h. inhibition, % at 3.6 µM. 360,000 tested, 0.13% active. AID 602396, 2012;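 active means inhibition above the mean inhibition of all tested compounds plus 3 SD, cut at about 73% in these data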;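 further: 0% = DMSO wells and 100% = reporter-only cells lacking LRH-1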
Target sequence (O00482 whole entry, looked up): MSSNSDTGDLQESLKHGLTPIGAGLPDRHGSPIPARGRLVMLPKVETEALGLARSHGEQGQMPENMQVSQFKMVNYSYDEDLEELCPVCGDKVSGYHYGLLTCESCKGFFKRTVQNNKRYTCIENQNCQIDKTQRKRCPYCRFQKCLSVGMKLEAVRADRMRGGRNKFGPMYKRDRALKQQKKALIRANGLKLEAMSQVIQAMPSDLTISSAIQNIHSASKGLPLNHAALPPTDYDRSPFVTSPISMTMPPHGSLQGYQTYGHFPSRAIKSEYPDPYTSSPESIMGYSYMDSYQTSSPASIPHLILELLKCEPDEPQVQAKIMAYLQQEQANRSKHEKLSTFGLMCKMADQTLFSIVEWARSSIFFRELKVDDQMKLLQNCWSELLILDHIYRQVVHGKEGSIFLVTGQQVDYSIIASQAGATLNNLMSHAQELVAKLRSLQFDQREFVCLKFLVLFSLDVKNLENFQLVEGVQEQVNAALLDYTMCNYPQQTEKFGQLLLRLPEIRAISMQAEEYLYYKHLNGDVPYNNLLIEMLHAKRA
COUP-TFII inh: NR2F2 transcriptional activity inhibitors, primary screen, cell-based, luciferase reporter, HEK293T, luminescence | COUP transcription factor 2 (Homo sapiens), P24468 | HEK293T NGFI-A luciferase reporter | inhibition, % at 8.6 µM | 370,000 tested, 0.7% active | AID 686940, 2013;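 active means inhibition above a per-plate cutoff, mean inhibition of test wells between control levels plus 3 SD, cut at about 38% in these data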;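 further: cells cotransfected with COUP-TFII expression vector driving the NGFI-A reporter; 0% = median of COUP-TF2 test wells and 100% = reporter-only cells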
Target sequence (P24468 whole entry, looked up): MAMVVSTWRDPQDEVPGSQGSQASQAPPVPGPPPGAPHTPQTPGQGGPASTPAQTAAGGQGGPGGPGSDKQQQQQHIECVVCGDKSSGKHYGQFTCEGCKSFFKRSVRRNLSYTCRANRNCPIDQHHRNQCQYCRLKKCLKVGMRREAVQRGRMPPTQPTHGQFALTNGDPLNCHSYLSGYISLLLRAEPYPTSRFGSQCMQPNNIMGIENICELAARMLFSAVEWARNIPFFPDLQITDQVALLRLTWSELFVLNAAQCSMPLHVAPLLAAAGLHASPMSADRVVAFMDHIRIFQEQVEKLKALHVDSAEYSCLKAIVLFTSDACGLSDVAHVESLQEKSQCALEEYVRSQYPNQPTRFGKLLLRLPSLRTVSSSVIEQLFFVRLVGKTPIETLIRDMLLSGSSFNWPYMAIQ
NOD2-RIPK2 inh: NOD2-RIPK2 binding disruptors in cells, primary screen, fluorescence, CHO cells, BLA complementation; 360,000 tested, 0.38% active; CCF4 ratio; Receptor-interacting serine/threonine-protein kinase 2 (Homo sapiens), O43353; AID 624267, 2012; inhibition, % at 4.98 µM; in the data active means inhibition above about 21%;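 further: 0% = vehicle only and 100% = reference blocker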
NCOA3 inh: SRC3 coactivator transcriptional activity inhibitors, primary screen, cell-based, luminescence. inhibition, % at 3.6 µM. Nuclear receptor coactivator 3 (Homo sapiens), Q9Y6Q9. HEK293 GAL4-SRC3 luciferase reporter. 360,000 tested, 0.17% active;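 active means inhibition above a per-campaign cutoff, the mean of all compounds plus 3 SD, cut at about 60% in these data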;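 further: 0% = DMSO-treated cells and 100% = gossypol-treated cells at 36 µM; higher means less SRC3-driven luciferase light from the GAL4 reporter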
TWEAK Fn14 block: inhibitors of TWEAK-Fn14 signaling, primary screen, luciferase reporter cells, uHTS | TWEAK-stimulated Fn14 reporter cells, luciferase luminescence, 8 h | inhibition, % at 10 µM | 360,000 tested, 2% active | AID 1159606, 2016; in the data active means inhibition above about 50%
NCOA2 inhibitor: inhibition of GAL4-SRC2 driven luciferase reporter, primary screen, SRC2 inhibitor project, cell-based, luminescence. Nuclear receptor coactivator 2 (Homo sapiens), Q15596. HEK293 GAL4-SRC2 luciferase reporter. inhibition, % at 9 µM. 370,000 tested, 0.17% active;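 active means inhibition above the mean inhibition of all tested compounds plus 3 SD, set per campaign, cut at about 52% in these data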;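 further: 0% = DMSO treated cells and 100% = cells given Gossypol at 36 µM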
LMP1 NFkB inh: EBV LMP1-driven NF-kappaB luciferase reporter inhibitors, primary screen, cell-based, luminescence, single point | LMP1-induced NF-kappaB luciferase reporter cells | 350,000 tested, 0.69% active | inhibition, % at 12.5 µM; in the data active means inhibition above about 41%;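 further: 0% = neutral control wells and 100% = reference inhibitor control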
TROY NFkB inh: inhibitors of TROY-driven NF-kB signaling, primary screen, Q293 LMP1-TROYcd cells, NF-kB luciferase, uHTS | Q293 LMP1-TROYcd NF-kB luciferase reporter, 4 h | 360,000 tested, 0.98% active | inhibition, % at 10 µM;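 active means compounds whose plate-normalised and pattern-corrected inhibition of the luciferase reporter signal at the single screening dose is 50% or more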
NCOA1 inh: SRC1 coactivator transcriptional activity inhibitors, primary screen, cell-based, luminescence. Nuclear receptor coactivator 1 (Homo sapiens), Q15788. inhibition, % at 3.6 µM. HEK293 GAL4-SRC1 luciferase reporter. 360,000 tested, 0.12% active. AID 588354, 2011;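 active means inhibition above the campaign mean plus 3 SD, with each screening campaign given its own cutoff, cut at about 60% in these data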;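 further: 0% = DMSO treated cells and 100% = gossypol at 36 µM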
* = called active by the depositor. A portion of the library, so the mix of outcomes need not match the whole.

For CC(C)CCNC(=O)c1nnc(Cc2ccc(Cl)cc2)o1 the results were TLR9-MyD88 block -7, C8 TRAIL sens -6, LRH-1 inv ag 0, COUP-TFII inh -17, NOD2-RIPK2 inh -10, NCOA3 inh 2, TWEAK Fn14 block 3, NCOA2 inhibitor -18, LMP1 NFkB inh -3, TROY NFkB inh -11 and NCOA1 inh -4.
Screening CC(=O)c1cccc(NS(=O)(=O)c2ccc(-c3cnc(C4CC4)o3)cc2)c1 returned TLR9-MyD88 block -15, C8 TRAIL sens -3, LRH-1 inv ag 37, COUP-TFII inh 44*, NOD2-RIPK2 inh 7, NCOA3 inh 28, TWEAK Fn14 block 28, NCOA2 inhibitor 15, LMP1 NFkB inh 35, TROY NFkB inh 37 and NCOA1 inh 16.
Screening CCOC(=O)C1CCCN(C(=O)c2ccc(Cl)c(S(=O)(=O)N3CCCCCC3)c2)C1 (stereo not drawn) returned TLR9-MyD88 block -5, C8 TRAIL sens 6, LRH-1 inv ag 4, COUP-TFII inh 10, NOD2-RIPK2 inh -12, NCOA3 inh 15, TWEAK Fn14 block -2, NCOA2 inhibitor 7, LMP1 NFkB inh 8, TROY NFkB inh 11 and NCOA1 inh 8.
For COc1ccc(NC(=O)C(c2ccnc3ccccc23)n2c(=O)c(-c3ccco3)nc3ccccc32)cc1 (stereo not drawn) the results were C8 TRAIL sens -1, LRH-1 inv ag -4, COUP-TFII inh -4, NOD2-RIPK2 inh 1 and NCOA2 inhibitor -16.
`CCN1CCN(C(=S)c2ccc(OCC(=O)N3CCOCC3)cc2)CC1` gave TLR9-MyD88 block -5, C8 TRAIL sens -1, LRH-1 inv ag 8, COUP-TFII inh 10, NOD2-RIPK2 inh 2, NCOA3 inh 12, TWEAK Fn14 block 8, NCOA2 inhibitor -9, LMP1 NFkB inh -4, TROY NFkB inh 6 and NCOA1 inh -10.
Screening Cc1nc(N)ncc1Sc1ccccc1 returned TLR9-MyD88 block 6, C8 TRAIL sens 2, LRH-1 inv ag 8, COUP-TFII inh -9, NOD2-RIPK2 inh 1, NCOA3 inh 12, TWEAK Fn14 block -1, NCOA2 inhibitor 12, LMP1 NFkB inh 0, TROY NFkB inh 15 and NCOA1 inh 5.
`Cc1ccccc1C(C)NC(=O)COC(=O)Cn1cc(C(F)(F)F)ccc1=O` (stereo not drawn) gave TLR9-MyD88 block -1, C8 TRAIL sens 9, LRH-1 inv ag 20, COUP-TFII inh -8, NOD2-RIPK2 inh -8, NCOA3 inh 13, TWEAK Fn14 block -1, NCOA2 inhibitor 8, LMP1 NFkB inh -1, TROY NFkB inh -13 and NCOA1 inh 5.
`Cc1ccc2nc(NC(=O)COC(=O)c3ccccn3)sc2c1` gave TLR9-MyD88 block 0, C8 TRAIL sens 1, LRH-1 inv ag -37, COUP-TFII inh -14, NOD2-RIPK2 inh -9, NCOA3 inh -35, TWEAK Fn14 block -6, NCOA2 inhibitor -51, LMP1 NFkB inh -18, TROY NFkB inh 30 and NCOA1 inh -50.
`Cc1ccc(S(=O)(=O)N2CCCC2C(=O)OCc2nc3ccccc3s2)cc1` (stereo not drawn) gave TLR9-MyD88 block -6, C8 TRAIL sens -5, LRH-1 inv ag -18, COUP-TFII inh -7, NOD2-RIPK2 inh 6, NCOA3 inh 14, TWEAK Fn14 block -8, NCOA2 inhibitor -13, LMP1 NFkB inh -3, TROY NFkB inh 17 and NCOA1 inh -34.
COc1ccc(-c2c[n+]3c(n2-c2ccc(C)cc2)CCCCC3)cc1 was read as TLR9-MyD88 block 3, C8 TRAIL sens 24, LRH-1 inv ag 72, COUP-TFII inh 71*, NOD2-RIPK2 inh -14, NCOA3 inh 58, TWEAK Fn14 block 34, NCOA2 inhibitor 22, LMP1 NFkB inh 0, TROY NFkB inh 17 and NCOA1 inh 35.
Screening Cc1ccccc1NC(=O)Cc1nc(COC(=O)c2ccc(O)cc2O)cs1 returned TLR9-MyD88 block 5, C8 TRAIL sens 3, LRH-1 inv ag 11, COUP-TFII inh 2, NOD2-RIPK2 inh 5, NCOA3 inh 5, TWEAK Fn14 block -12, NCOA2 inhibitor -5, LMP1 NFkB inh 5, TROY NFkB inh -10 and NCOA1 inh 12.
`Cc1noc(C)c1-c1ccc(C(=O)NCc2cccs2)c2occc12` gave C8 TRAIL sens 0, LRH-1 inv ag -11, COUP-TFII inh -76, NOD2-RIPK2 inh 6, NCOA3 inh -13, TWEAK Fn14 block -1, NCOA2 inhibitor -103, TROY NFkB inh -52 and NCOA1 inh -26.
Screening Cc1cn([C@H]2C[C@H](O)[C@@H](/C=C/C(=O)N3CCN(Cc4ccc(F)cc4)CC3)O2)c(=O)[nH]c1=O returned C8 TRAIL sens -7, LRH-1 inv ag -14, COUP-TFII inh 14, NOD2-RIPK2 inh -3, NCOA3 inh 9, TWEAK Fn14 block 12, NCOA2 inhibitor -18, TROY NFkB inh 0 and NCOA1 inh -11.
`O=C1C(N2CCOCC2)=Cc2cccc3cccc1c23` gave TLR9-MyD88 block 7, C8 TRAIL sens -10, LRH-1 inv ag 26, COUP-TFII inh -2, NOD2-RIPK2 inh -5, NCOA3 inh -21, TWEAK Fn14 block 31, NCOA2 inhibitor 7, LMP1 NFkB inh 4, TROY NFkB inh 0 and NCOA1 inh -10.
`CCc1ccc2oc(-c3ccc(NC(C)=O)cc3)nc2c1` gave TLR9-MyD88 block 10, C8 TRAIL sens -4, LRH-1 inv ag -155, COUP-TFII inh -53, NOD2-RIPK2 inh 3, NCOA3 inh -84, TWEAK Fn14 block 6, NCOA2 inhibitor -65, LMP1 NFkB inh -33, TROY NFkB inh -6 and NCOA1 inh -135.
For CCc1ccc2c(c1)C(=O)C(=O)N2CC(=O)Nc1ccc(NC(=O)c2ccccn2)cc1 the results were TLR9-MyD88 block 8, C8 TRAIL sens -2, LRH-1 inv ag -31, COUP-TFII inh 1, NOD2-RIPK2 inh 1, NCOA3 inh 11, TWEAK Fn14 block 9, NCOA2 inhibitor 1, LMP1 NFkB inh 1, TROY NFkB inh -4 and NCOA1 inh -12.
For CC1ON=C(c2ccccn2)N(Cc2ccc(S(C)(=O)=O)cc2)C1=O (stereo not drawn) the results were C8 TRAIL sens -9, LRH-1 inv ag -14, COUP-TFII inh -11, NOD2-RIPK2 inh 3, NCOA3 inh 11, TWEAK Fn14 block 8, NCOA2 inhibitor -20, TROY NFkB inh -11 and NCOA1 inh 4.
O=C(c1ccc(Br)s1)N1CCc2ccccc2C1 was read as TLR9-MyD88 block -2, C8 TRAIL sens 9, LRH-1 inv ag -66, COUP-TFII inh -33, NOD2-RIPK2 inh 2, NCOA3 inh -14, TWEAK Fn14 block -10, NCOA2 inhibitor -63, TROY NFkB inh -74 and NCOA1 inh -21.
Screening COc1cc(CCC(=O)Nc2ccc(S(=O)(=O)N3CCCC3)cc2)cc(OC)c1OC returned TLR9-MyD88 block 1, C8 TRAIL sens -7, LRH-1 inv ag 30, COUP-TFII inh -10, NOD2-RIPK2 inh -9, NCOA3 inh 8, TWEAK Fn14 block -6, NCOA2 inhibitor 20, LMP1 NFkB inh 1, TROY NFkB inh -7 and NCOA1 inh 6.
For CC(C)OC(=O)c1cc(=O)[nH]c2ccccc12 the results were TLR9-MyD88 block -5, C8 TRAIL sens -18, LRH-1 inv ag 14, COUP-TFII inh 4, NOD2-RIPK2 inh -1, NCOA3 inh 18, TWEAK Fn14 block -4, NCOA2 inhibitor -15, LMP1 NFkB inh 0, TROY NFkB inh -1 and NCOA1 inh 3.

Overlap with the part before: two entries; new compounds follow.
Screening COc1cc(CCC(=O)Nc2ccc(S(=O)(=O)N3CCCC3)cc2)cc(OC)c1OC returned TLR9-MyD88 block 1, C8 TRAIL sens -7, LRH-1 inv ag 30, COUP-TFII inh -10, NOD2-RIPK2 inh -9, NCOA3 inh 8, TWEAK Fn14 block -6, NCOA2 inhibitor 20, LMP1 NFkB inh 1, TROY NFkB inh -7 and NCOA1 inh 6.
For CC(C)OC(=O)c1cc(=O)[nH]c2ccccc12 the results were TLR9-MyD88 block -5, C8 TRAIL sens -18, LRH-1 inv ag 14, COUP-TFII inh 4, NOD2-RIPK2 inh -1, NCOA3 inh 18, TWEAK Fn14 block -4, NCOA2 inhibitor -15, LMP1 NFkB inh 0, TROY NFkB inh -1 and NCOA1 inh 3.
`O=C(CSc1nnc(-c2ccc(C(F)(F)F)cn2)s1)c1ccccc1` gave TLR9-MyD88 block 7, C8 TRAIL sens -2, LRH-1 inv ag -3, COUP-TFII inh -1, NOD2-RIPK2 inh -4, NCOA3 inh 4, TWEAK Fn14 block -11, NCOA2 inhibitor -19, LMP1 NFkB inh -7, TROY NFkB inh -14 and NCOA1 inh -1.
Cc1cccc(NS(=O)(=O)c2ccc(NS(=O)(=O)c3cccs3)cc2)c1 was read as TLR9-MyD88 block -10, C8 TRAIL sens 2, LRH-1 inv ag 7, COUP-TFII inh -8, NOD2-RIPK2 inh -1, NCOA3 inh -31, TWEAK Fn14 block 29, NCOA2 inhibitor 1, LMP1 NFkB inh -5, TROY NFkB inh -4 and NCOA1 inh -2.
Screening Nc1nc(-c2ccccc2)nn1C(=O)c1ccco1 returned TLR9-MyD88 block 1, C8 TRAIL sens -5, LRH-1 inv ag 1, COUP-TFII inh 10, NOD2-RIPK2 inh -16, NCOA3 inh 14, TWEAK Fn14 block 14, NCOA2 inhibitor -22, LMP1 NFkB inh 0, TROY NFkB inh 2 and NCOA1 inh -13.
`Cc1ccc(CSc2nnc(-c3ccncc3)o2)c(C)c1` gave TLR9-MyD88 block -2, C8 TRAIL sens 1, LRH-1 inv ag 5, COUP-TFII inh 3, NOD2-RIPK2 inh 2, NCOA3 inh 18, TWEAK Fn14 block -19, NCOA2 inhibitor -3, LMP1 NFkB inh 2, TROY NFkB inh -11 and NCOA1 inh -30.
`O=[N+]([O-])c1cccnc1NCCc1c[nH]c2ccccc12` gave TLR9-MyD88 block -6, C8 TRAIL sens 8, LRH-1 inv ag -61, COUP-TFII inh -34, NOD2-RIPK2 inh -5, NCOA3 inh -53, TWEAK Fn14 block -14, NCOA2 inhibitor -39, LMP1 NFkB inh -16, TROY NFkB inh -21 and NCOA1 inh -65.
COC(=O)c1ccc(COC(=O)[C@@H]2CC(O)CN2S(=O)(=O)c2ccccc2[N+](=O)[O-])cc1 (stereo partly drawn) was read as TLR9-MyD88 block 1, C8 TRAIL sens -1, LRH-1 inv ag -8, COUP-TFII inh -25, NOD2-RIPK2 inh -2, NCOA3 inh 5, TWEAK Fn14 block 2, NCOA2 inhibitor 5, LMP1 NFkB inh 1, TROY NFkB inh 2 and NCOA1 inh 5.
